Pf apPOL inh: Pf-apPOL DNA polymerase inhibition; Recombinant Pf-apPOL, molecular beacon fluorescence, 1.5 h; inhibition, % at 10 µM; AID 1794808; actives 0.25% (n = 210,000)
mHTT-CaM PPI inh: inhibitors of human mutant huntingtin-calmodulin interaction | AID 1671202 | AlphaScreen His-mHTT/GST-CaM binding, luminescence | inhibition, % at 15 µM | P42858 | actives 3.6% (n = 190,000);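 note: 0% = both proteins with DMSO and 100% = one protein alone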
Numbers without * were called inactive; i = inactive; nt = no result given; & = joins results of further samples. Cut-off read from the data, not from the text of the source: active = inhibition above about 50%; inactive = the rest.

SMILES,Pf apPOL inh,mHTT-CaM PPI inh
CC(CC(=O)Nc1ccc(S(N)(=O)=O)cc1)c1ccccc1 (centres undefined),0,0
O=C(Cc1csc(NC(=O)Cc2ccccc2)n1)NCC(F)(F)F,-9,-14
O=C(Nc1ccccc1Br)N1CCCC1c1ccccc1F (centres undefined),-3,-30
COc1ccc(SCCC(=O)Nc2ccc([N+](=O)[O-])cc2OC)cc1,1,6
O=C(NCCc1ccccc1)C(=O)Nc1ccc(Cl)c(C(F)(F)F)c1,-8,-6
COCCCNC(=O)c1ccc(/C=C2\Sc3ccccc3N(Cc3ccc(F)cc3)C2=O)cc1,-6,24
CCCCCCCCNS(=O)(=O)CC1NCc2ccc(C)cc21 (centres undefined),-11,6
O=C(CN1CCC2(CC1)N=C(c1ccc(Cl)cc1)C(=O)N2)Nc1ccccc1,1,0
O=C(NCc1ccnc(N2CCSCC2)c1)Nc1ccccc1Br,-1,-3
Cc1ccc(C)c(NC(=O)C2C3CC/C=C\CCC32)c1 (centres undefined),3,-1
COc1cccc(CN2CC(C(=O)NC3CC3)CC2=O)c1 (centres undefined),-3,-2
N#CC(=Cc1c(F)cccc1Cl)c1cccc(Cl)c1,0,nt
Cc1cc(-c2c(C(=O)O)c(C)nn2-c2ccccc2)no1,-1,nt
O=C(CSc1nc2ccccc2o1)Nc1ccc(Cl)c(C(=O)O)c1,-1,-1
O=C1CC(NCCN2CCOCC2)C(=O)N1c1ccc(N=Nc2ccccc2)cc1 (centres undefined),-1,36
CN1CCN(C(=O)CN(Cc2ccccc2F)S(=O)(=O)c2ccc(Cl)cc2)CC1,-3,8
COc1ccccc1C=C1Oc2c(CN3CCN(C)CC3)c(O)cc(C)c2C1=O,1,7
O=C(NCCc1ccccc1)N1CCCC1c1nc(-c2ccc(F)cc2F)no1 (centres undefined),-4,3
Cc1ccc(S(=O)(=O)N2CCC3(CC2)NCCN=C3NC(C)(C)C)cc1C,-6,-1
COc1ccc(CN2C(=O)NC(=O)/C(=C/c3cc(OC)c(O)c(OC)c3)C2=O)cc1,-4,15
COc1ccc(C(O)=C2C(=O)C(=O)N(CCN(C)C)C2c2ccc(N(C)C)cc2)cc1 (centres undefined),-2,6
Cc1ccc(O)c(NC(=O)c2ccco2)c1,-2,4
CC(C)(C)C1(C)OC(=O)C(=Cc2ccccc2Cl)C(=O)O1 (centres undefined),0,0
O=[N+]([O-])c1ccc(-c2nnc3cccc(Cl)n23)cc1,0,12
COc1ccc2cc3cc(C(=O)Nc4cc(C)ccc4OC)sc3nc2c1,-5,-2
O=C(O)/C(=C\c1cc2c(cc1Cl)OCO2)NC(=O)c1ccccc1,-4,4
O=C(NCC1CCN(c2cc(-c3cccnc3)[nH]n2)CC1)c1ccc2ccccc2n1,-11,30
CNC(=O)c1nc2cc(C)c(C)cc2n(C)c1=O,-1,9
CC(C)NC(=O)C1CCCN(c2cc(=O)n(C)c(=O)n2C)C1 (centres undefined),3,-4
O=C(O)CSC=Cc1ccccc1,12&-9,nt
COc1ccc(C2=NN(C(=O)c3cccc([N+](=O)[O-])c3)C(c3cccc([N+](=O)[O-])c3)C2)cc1 (centres undefined),-5,18
COc1ccc(C(=O)Nc2ccc3nn(-c4ccccc4)nc3c2)cc1[N+](=O)[O-],-5&-3,2&-5
CCOc1ccc(NC(=O)N2CC(C)Oc3ccc(C)cc32)cc1 (centres undefined),-5,1
Cc1ccc(S(=O)(=O)OCC2COC(C)(C)O2)cc1 (centres undefined),nt,-2
COc1ccc(NC(=O)c2sc3ccccc3c2Cl)cc1OC,-7,0
CCOc1cc(CNc2ccc(Br)cc2)ccc1OC,-1,7
CC1(C)CC(N2C(=O)OC(C)(C3CC4C=CC3C4)C2(C)O)CC(C)(C)N1 (centres undefined),-20,-3
CC1Oc2ccccc2OC1C(=O)Nc1cc(-c2ccccc2)nn1CCO (centres undefined),-10,-6
O=C(Nc1ccc(F)cc1F)N1CCN(c2ccccc2F)CC1,-5,-6
NC(=O)c1cc(NC(=O)CCC(=O)O)ccc1N1CCOCC1,-2,-1
COc1cc([N+](=O)[O-])cc(CN2CCOCC2)c1O,7,1
CC1C(=O)N(c2ccccc2F)CCN1C(=O)c1cccc(F)c1 (centres undefined),3,-3
COc1cc(NC(=O)CN2C(=O)C(c3ccc(C)cc3)=NC23CCCCC3)cc(OC)c1,-8,9
CCCc1nc2sc3c(c2c(=O)n1N)CCCC3,3,-6
CC(=O)c1cccc(NS(=O)(=O)c2ccc(Cl)c(C(F)(F)F)c2)c1,-9,-17
Cc1ccc(NC(=O)Cn2[nH]c3c(cnc4ccc(Cl)cc43)c2=O)cc1,-2,-7
Cc1cc(SCC(=O)Nc2ccc(Cl)cc2C(F)(F)F)nc(-c2cccnc2)n1,-2,-10
COc1ccc(C2CC(c3cccs3)Nc3nnnn32)c(OC)c1 (centres undefined),5,9
CCN(CC)c1ccc(C(=O)Nc2ccncc2)cc1,2,2
N#C/C(=C\c1cn(Cc2ccc(Cl)cc2)c2ccccc12)c1nn(CCO)c(N)c1C#N,-2,69*
CC(NS(=O)(=O)c1cccc(C(F)(F)F)c1)C(=O)O (centres undefined),-1,-2
CC1=NN(c2ccc(C)c(C)c2)C(=O)/C1=C/c1ccc([N+](=O)[O-])cc1,3,53*
Cc1nnc(NC(=O)COc2ccc3c(c2)C(=O)CC3)s1,0,-5
CC(C)NC(=O)c1ccc(OCC2CCCN2C(=O)c2ccccc2)cc1 (centres undefined),0,-2
CCN(CC)c1ccc(CNC(=O)c2ccc3[nH]c4c(c3c2)CN(C(C)=O)CC4)cc1,0,69*
O=C(NCCO)NC12CC3CC(CC(C3)C1)C2,-3,-2
CCn1nccc1C(=O)N1CCCCC1CCN1CCCC1 (centres undefined),-9,-1
CC1(C)COc2ccc(NC(=O)CN3C(=O)c4ccccc4C3=O)cc2NC1=O,4,17
CC(C)(C)c1ccccc1OCC(O)CN1CCN(Cc2ccc3c(c2)OCO3)CC1 (centres undefined),-4,25
Cc1c(C(=O)NCCc2ccccc2)oc2ccc(S(=O)(=O)N3CCCC3)cc12,-5,3

Going on with the list:
SMILES,Pf apPOL inh,mHTT-CaM PPI inh
CCOc1ccccc1C(=O)Nc1c2c(nn1-c1ccc(Cl)cc1)CS(=O)(=O)C2,1,1
O=c1oc2ccc(Br)cc2cc1-c1nnc(-c2ccccc2)o1,-1,0
CCCn1ncc(N2CCC(C(=O)Nc3ccc(OC)cc3)CC2)cc1=O,-3,-2
CC1(C)COc2ccc([N+](=O)[O-])cc2NC1=O,4,-10
O=C(/C=C/c1ccccc1)O/N=C(/c1ccc(F)cc1)c1cccnc1,-17,i
CC(Cc1ccco1)NC(=O)c1ccc(Cl)c(Cl)c1 (centres undefined),-10,-17
COc1ccccc1C=C1Oc2c(ccc3c2CN(Cc2ccccn2)CO3)C1=O,-35,-2
CC1CCCN(Cc2c(O)ccc3c2OC(=Cc2ccccc2)C3=O)C1 (centres undefined),-15,6
O=c1c2ccccc2oc2nc(-c3ccco3)n(Cc3ccccc3)c(=O)c12,-10,-10
COc1ccc(C2C=C(C)Nc3nc(SC)nn32)cc1 (centres undefined),-12,7
O=c1c2nc(-c3ccc4c(c3)OCO4)cn2ccn1-c1ccc(F)c(F)c1,-1,-4
Cc1ccc(S(=O)(=O)N2CCC(=O)N([C@H](COCc3cccc(C)c3)C(C)C)CC2)cc1,-4,-9
Cc1cccn2c(=O)c3cc(C(=O)NCCN4CCOCC4)c(=N)n(Cc4cccnc4)c3nc12,-7,8
CCOC(=O)Cc1c(C)[nH]n(-c2ccccc2)c1=O,-5,nt
Cn1c(=O)c2c(nc(Cl)n2CC(=O)N2CCOCC2)n(C)c1=O,-3,-4
Cn1cc(CCNC(=O)C2CCCO2)c2cccnc21 (centres undefined),2,-10
CC(C)OCCCNC(=O)Cc1cn(C)c2ccccc12,-2,0
COc1cc(OC)cc(C(=O)N2CC3CC2CC3NC(=O)c2cccnc2)c1 (centres undefined),-2,1
COc1ccccc1C(=O)O/N=C(\N)c1ccccn1,1,i
O=C(Nc1cccc(Cl)c1)C1CCN(c2cncnc2N2CCCC2)CC1,-10,0
O=C(NCc1cccnc1)c1cn(-c2ccccc2Cl)nn1,-3,-3
Cc1c(C(=O)Nc2ccc(C(C)C)cc2)cccc1[N+](=O)[O-],-5,-3
Clc1cccc(Oc2cc(N3CCOCC3)ncn2)c1,-7,-18
O=C(Nc1cccc(C(=O)N2CCOCC2)c1)C1CCCCC1,1,-6
O=C(O)c1nc2ccccc2c(C(=O)O)c1-c1ccc(OCc2ccc(F)cc2)cc1,2,1
N#Cc1c(-c2ccc(Cl)cc2)c2c([nH]c1=O)-c1ccccc1OC2,-1,nt
COc1ccc(F)cc1S(=O)(=O)NCC1CCN(Cc2ccccc2SC)CC1,-7,-8
O=C1CSC(c2cccnc2)N1CCc1ccc(Cl)cc1 (centres undefined),-5,nt
CCN(CC)C(=O)CC[C@H]1CC[C@]2(CCCN(C(=O)C3CCCC3)C2)O1,-5,-11
O=C(CCCN1C(=O)c2ccccc2C1=O)Nc1ccc(S(=O)(=O)Nc2ncccn2)cc1,-3,-2

Full records, quoted from the list.
Cc1cccn2c(=O)c3cc(C(=O)NCCN4CCOCC4)c(=N)n(Cc4cccnc4)c3nc12 is entered as Pf apPOL inh = -7; mHTT-CaM PPI inh = 8
COc1cc(OC)cc(C(=O)N2CC3CC2CC3NC(=O)c2cccnc2)c1 (centres undefined) is entered as Pf apPOL inh = -2; mHTT-CaM PPI inh = 1
COc1ccccc1C(=O)O/N=C(\N)c1ccccn1 is entered as Pf apPOL inh = 1; mHTT-CaM PPI inh = i

More structures
SMILES,Pf apPOL inh,mHTT-CaM PPI inh
Cc1onc(-c2c(F)cccc2Cl)c1C(=O)n1ccc(-c2cccs2)n1,-6,nt
Cc1ccc(S(=O)(=O)N2CCc3ccc(NC(=O)c4ccccc4F)cc3C2)cc1,-3,-7
COc1ccc(OC)c2c1C(=O)c1ccccc1C2=O,14,nt
O=C1c2ccccc2C(=O)N1CC#Cc1ccccc1,-6,-13
CCOc1ccc(-n2nnc(C(=O)Nc3cc(C)on3)c2C)cc1,-6,-9
O=C(c1ccc(F)c(F)c1)N1CCC(CCOc2ccc(F)cc2)CC1,2,-16
CN(C)CC1COc2ccccc2C1=O (centres undefined),4,nt
COc1cccc(-c2nc(C3CCN(C(=O)c4ccc(C)cc4C)CC3)no2)c1,0,13
CCCC1CCC2(CCCN2CCOC(=O)Nc2ccc(Br)cc2)CC1 (centres undefined),-10,96*
CC(C)NC(=O)C1CCN(c2cnc(N3CCCCC3)nc2)CC1,-1,-6
COc1ccc(CCCC(=O)Nc2ccc(Cl)cc2C)cc1,1,-2
OCc1ccc2nonc2c1,5,nt
Cc1ccc2oc(C(=O)NCc3ccccc3)c(C)c2c1,-9,-1
C=C(C)CC1N(c2ccccc2C)C(=O)C2C(C(=O)O)C3C=CC21O3 (centres undefined),-4,-12
COc1cc(C(=O)Nc2ccc(-c3nc4ccccc4o3)cc2)ccc1[N+](=O)[O-],0,-3
Cc1ccc(F)cc1S(=O)(=O)N1CCC(Oc2ccc(-n3cnnn3)cc2)CC1,-10,-6
O=C(NCCN1CCOCC1)c1c[nH]c2ccc(S(=O)(=O)Nc3ccccc3F)cc2c1=O,-3,2
COc1ccc([N+](=O)[O-])cc1NC(=O)C1CCN(S(=O)(=O)c2cccs2)CC1,-2,-25
COc1cc(C2Nc3ccccc3-c3nnc(SC)nc3O2)cc(OC)c1O (centres undefined),-3,0
Cn1cc(C(=O)Nc2ccc(N3CCOCC3)cc2)c2cccnc21,0,5
Cc1ccc(S(=O)(=O)N=C(c2ccc(Cl)cc2)N(C)C)cc1,5,-1
Cc1nn(C)c2[nH]c(=O)cc(C(F)(F)F)c12,nt,-4
COc1cc2c(cc1NC(=O)c1nn(C)cc1[N+](=O)[O-])oc1ccccc12,-11,9
COCCN1C(=O)c2ccccc2C(C(=O)Nc2cc(OC)ccc2OC)C1c1ccc(F)cc1 (centres undefined),-8,10
Cc1cc(C)n(-c2ccc(C(=O)NCCCN3CCCC3=O)nn2)n1,3,-10
CCOc1ccc(C2CC(c3ccc(OC)cc3)n3ncnc3N2)cc1 (centres undefined),2,9
Cc1ccc(F)c(NC(=O)NC2CCCCC2)c1,0,-1
O=C(Nc1ccc2c(c1)OCCO2)N1c2ccccc2Sc2ccccc21,-13,29
Cc1ccc(C(=O)N2CCN(c3cccc(C)c3)C(=O)C2C)cc1 (centres undefined),-1,-2
Cc1cccc(C)c1NC(=O)c1sc2[nH]c(=O)c(C(=O)O)cc2c1N,-6,10
Cn1cccc1C(CNC(=O)C(=O)NCc1ccc2c(c1)OCO2)N1CCOCC1 (centres undefined),-10,-1
O=C(Nc1cccc(Cl)c1)c1ccc(F)c(S(=O)(=O)NCc2ccc(F)cc2)c1,1,9
O=c1c2c(ncn2Cc2cccc(F)c2)n(-c2cccc(F)c2)c(=O)n1CC1CC1,-7,7

In another format: 3 of the compounds above.
Results follow in this order: Pf apPOL inh	mHTT-CaM PPI inh
- CC(C)NC(=O)C1CCN(c2cnc(N3CCCCC3)nc2)CC1
    -1	-6
- COc1ccc(CCCC(=O)Nc2ccc(Cl)cc2C)cc1
    1	-2
- OCc1ccc2nonc2c1
    5	nt
